HepG2 tox = qHTS for Inhibitors of TGF-b: Cytotox Counterscreen; HepG2 CAGA-GFP viability, ATP luminescence, 18 h; Potency, µM (titrated, usually from 46.1 µM), inactives show at the highest dose activity change, negative = cytotoxicity, hits mostly cytotoxic; 410,000 tested, 0.76% active; also: potency is read from the fitted curve at half-maximal effect; some results filed as inactive show a strong effect at the top dose
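HepG2 CAGA-GFP cells (1000/well, DMEM with 1% FBS) received compound, then TGF-beta at 500 pg/mL final, and were incubated 18 hours at 37 degrees C. Viability was read by CellTiter-Glo luminescence. Media-only wells were set as complete cell-killing and DMSO as no toxicity.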
A549 tox = Nrf2 qHTS screen for inhibitors: counterscreen for cytotoxicity | A549 ARE-Fluc cells, CellTiter-Fluor viability, 18-24 h | Potency, µM (top dose mostly 46 µM), for inactives: at the top dose activity change, negative = cytotoxicity, hits mostly inhibitors | 390,000 tested, 0.16% active | AID 504648, 2011; also: potency is read from the fitted curve at half-maximal effect; % is scaled to controls: 0 for no effect and ±100 for the full control effect
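Cytotoxicity counterscreen: CellTiter-Fluor fluorescence was measured in A549 ARE_Fluc cells after 18-24 h of compound exposure in a concentration series. The subsequent BugLite luminescent read reports ARE-luciferase activity.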
Nrf2 ARE act = qHTS of Nrf2 Activators. AREc32 ARE-luciferase reporter (MCF7-derived line), luminescence, 24 h. Potency, µM (titrated, usually from 46.1 µM), for the others: at the highest dose activation, usual class: activators. 410,000 tested, 0.31% active; also: potency is read from the fitted curve at half-maximal effect; % of control where 0% means no effect; nearly all actives have a fitted effect of over 65% in size
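Reporter line AREc32 (ARE-Fluc), seeded overnight in OPTI-MEM with 5% FBS; compound pin-transferred, 24 hr at 37 deg C, 5% CO2; luminescent read-out.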
pAkt inh = HTS Assay for Inhibitors of Akt Phophorylation: Primary Screen | 360,000 tested, 0.32% active | activity change, % for hits at 50 µM | Neuro2A IGF-stimulated pAkt S473 HTRF, 20 min; stronger effect = lower value; in the data active = activity change below about -80%; inconclusive = mostly about -51% to -80%; also: % is scaled to controls: 0 for no effect and ±100 for the full control effect
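Single-point screen (50 µM final compound) in Neuro2A cells stimulated 20 min with 6 nM IGF at 37 deg C. After lysis, Ser473-phosphorylated Akt read by HTRF (ex 330 nm, em 615/665 nm) as the 665/615 ratio.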
TGFb SMAD3 inh = qHTS for Inhibitors of TGF-b; HepG2 CAGA-GFP TGF-b/SMAD3 reporter, GFP fluorescence, 18 h; TGF-beta stimulated, 500 pg/mL final; Potency, µM (top dose mostly 46.1 µM), inactives show top-dose activity, negative = inhibition, actives largely listed as inhibitors; 410,000 tested, 1.2% active; AID 588855, 2011; also: potency is read from the fitted curve at half-maximal effect; % is scaled to controls: 0 for no effect and ±100 for the full control effect; nearly all actives have a fitted effect of over 65% in size
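Using HEPG2 CAGA-GFP reporter cells at 1000 cells/well, we pinned test compounds, stimulated with recombinant TGF-beta (500 pg/mL final) and measured total well GFP after 18 h.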
Nrf2 block = Nrf2 qHTS screen for inhibitors | A549 ARE-Fluc reporter, luciferase luminescence, 18-24 h | 360,000 tested, 2.1% active | AID 504444, 2011 | Potency, µM (series often up to 46 µM), inactives show at the highest dose activity change, negative = inhibition, actives largely listed as inhibitors; also: potency is read from the fitted curve at half-maximal effect; % is scaled to controls: 0 for no effect and ±100 for the full control effect; nearly all actives have a fitted effect of over 60% in size
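Nrf2 activity is the BugLite luminescence, read 15 min after reagent at room temperature, following CellTiter-Fluor cytotoxicity readout (30 min, 37C). Compound titrations were applied for 18-24 h to 5000 A549 ARE_Fluc cells/well in 5% FBS OPTI-MEM.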
CCT modulator = High-Throughput Screening for Modulators of Cytosolic Chaperonin Activity; purified chaperonin ATPase assay, HTRF ADP detection, 30 min; activity change, % (concentration not given with the values), hits read low; 360,000 tested, 0.3% active; in the data active = activity change below about -30%; also: % is scaled to controls: 0 for no effect and ±100 for the full control effect
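TRiC at 40 or 20 nM final (batch-dependent) in 30 mM Tris pH 7.4, 100 mM KCl, 5 mM MgCl2, 1 mM DTT, with compound at single 76 uM and 10 uM ATP, 30 min at 37 deg C. ADP detected by HTRF Transcreener, 665/615 ratio.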
Mm-Cpn inhibitor = Inhibitors of TCP-1 ring complex (TRiC) of Methanococcus maripaludis (MmCpn): qHTS. Potency, µM (titrated, usually from 76.9 µM), without a hit: at the top dose activity, negative = inhibition, actives largely listed as inhibitors. purified Mm-Cpn ATPase, ADP Transcreener TR-FRET. Chaperonin Mm-Cpn (Methanococcus maripaludis). 330,000 tested, 0.031% active; also: potency is read from the fitted curve at half-maximal effect; % is scaled to controls: 0 for no effect and ±100 for the full control effect; nearly all actives have a fitted effect of over 80% in size
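25 nM Mm-CPN + cpd, 10 min 37°C; + 10 uM ATP, 30 min 37°C; buffer 30 mM Tris pH 7.4, 100 mM KCl, 5 mM MgCl2, 1 mM DTT; Transcreener ADP HTRF detection 30 min RT.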
Abeta yeast res = qHTS for compounds that reverse cellular toxicity of Amyloid beta (A-beta) peptide in yeast: Primary Screen; yeast expressing A-beta42, growth rescue, OD600, 48 h; response scale: 0% DMSO, 100% iron-clioquinol control; Potency, µM (titrated, usually from 46.1 µM), inactives show at the highest dose growth rescue, hits mostly activators; 410,000 tested, 0.063% active; AID 1347071, 2019; also: potency is read from the fitted curve at half-maximal effect; nearly all actives have a fitted effect of over 55% in size
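Yeast growth medium received pinned compounds, then yeast cells expressing toxic A-beta were added; plates incubated at 30 C for 48 hr. Growth read as absorbance at 600 nm, normalized to DMSO and equimolar FeCl3 plus clioquinol controls.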
* = called active by the depositor; i = inactive; u = inconclusive; x = no result given; [ ] = dose if it differs, or a comment. Unless noted, calls follow the shape of the dose curve; as a rule, active = well fitted curve in the direction sought with a large enough effect; inconclusive = small, poorly fitted or top-dose-only effect, or another doubt; inactive = no such curve, though single readings can be large; an effect the other way counts as inactive or inconclusive.

SMILES	HepG2 tox	A549 tox	Nrf2 ARE act	pAkt inh	TGFb SMAD3 inh	Nrf2 block	CCT modulator	Mm-Cpn inhibitor	Abeta yeast res
CC(C)C1N(C(=O)N(C)C)CCN1S(=O)(=O)c1ccccc1 (stereo unspecified)	3%	0%	0.1%	i	-33%	6%	-0.2	1%	-15%
O=C(O)CNS(=O)(=O)c1cccc2nsnc12	-4%	11%	-0.8%	i	-8%	3%	1.9	-2%	12%
CN1OC[C@@H]2CN(Cc3ccccc3)[C@H](c3ccc(N4CCCCC4)cc3)C[C@@H]21	-35%	x	3.7%	i	u	x	0.9	x	-15%
Cc1cc(C)nc(NS(=O)(=O)c2ccc(NC(=O)c3ccc(S(=O)(=O)N(C)C)cc3)cc2)n1	-31%	4%	0.2%	i	-16%	-15%	2.1	5%	-8%
O=C(Oc1ccc(C(=S)N2CCOCC2)cc1Br)c1ccccc1F	-4%	-9%	-0.8%	i	-13%	9%	1.2	0%	10%
CCCOc1ccc(N2C(=O)CC(SC(=NCC)Nc3cccc(F)c3)C2=O)cc1 (stereo unspecified)	-18%	u	0.0%	i	-7%	u	0.5	1%	14%
COc1cc(-c2cc3nc(NCCOc4ccccc4)ccn3n2)cc(OC)c1OC	-48%	x	4.4%	i	u	x	-1.1	x	-3%
COCCSc1ccccc1C(=O)NCc1ccco1	1%	2%	-0.5%	i	-12%	5%	-5.2	1%	-6%
O=c1c(C/C=C/c2ccccc2)c(O)ccn1Cc1ccc(Cl)cc1Cl	-5%	7%	0.6%	i	-10%	0%	1.6	4%	4%
CC(=O)Nc1ccc(S(=O)(=O)N2CCN=C2SCc2ccc([N+](=O)[O-])cc2)cc1	-26%	-2%	6.7%	i	-9%	8.2µM*	-3.8	2%	-14%
COc1cccc(CN2CCN(c3nc4nonc4nc3NC3CC3)CC2)c1	-4%	3%	0.6%	i	-4%	-26%	1.8	0%	1%
CCc1noc(C)c1C(=O)N1CCN(S(=O)(=O)c2c(C)cc(C)cc2C)CC1	2%	1%	-0.7%	i	5%	-10%	-0.5	1%	9%
CN(C)C(=O)[C@H]1C[C@H]1[C@@H](O)[C@H](CO)NC(=O)[C@H](COCc1ccccc1)NC(=O)OC(C)(C)C	-2%	5%	-0.2%	i	u	7%	-2.8	3%	-27%
COc1ccc(-c2cn3c(C)c(C(=O)Nc4cccc(NC(C)=O)c4)sc3n2)cc1	-8%	5%	-0.8%	x	6%	-5%	1.0	-18%	4%
COCCCNC(=O)c1c(NC(=O)Cc2coc3cc(C)ccc23)sc2c1CCCC2	-53%	2%	-0.5%	x	-15%	u	x	x	1%
c1ccc2c(NCCc3c[nH]c4ccccc34)c3ccccc3nc2c1	-99%	u	-3.3%	i	u	u	-2.7	0%	-5%
CC(=O)Nc1ccc(C(=O)OCc2ccccc2Cl)cc1	-4%	0%	3.3%	i	10%	-2%	0.1	1%	-46%[inhibitor]
Cc1oc(-c2ccc(F)cc2F)nc1CN1CCN(C(=O)c2ccco2)CC1	-17%	x	-0.7%	i	-9%	x	-2.4	x	-7%
COc1ccc(C(C)NC(=O)c2ccc(Cl)cc2)cc1OC (stereo unspecified)	3%	7%	-0.3%	i	-2%	14%	-4.5	-1%	-2%
Cc1cc(Br)ccc1NC(=O)C(NS(=O)(=O)c1cccs1)c1ccccc1 (stereo unspecified)	-19%	-3%	3.0%	x	u	11%	x	x	-5%
CC(C(=O)NCC(=O)Nc1ccc(F)c(F)c1F)N1CCN(Cc2ccc(C#N)cc2)CC1 (stereo unspecified)	-10%	0%	2.1%	i	-9%	21%	-1.5	2%	-5%
COc1ccc(C(=O)NCc2ccc(F)cc2)cc1S(=O)(=O)N1CCCC1	1%	-1%	-0.4%	i	-3%	-8%	-2.7	-2%	0%
CCN(CC)C(=O)C(=O)c1cccn1-c1ccccc1C#N	5%	1%	-0.5%	i	-10%	3%	0.8	-1%	4%
Cc1ccc(-c2noc(-c3ccc(N4CCCCC4)c([N+](=O)[O-])c3)n2)cc1	-4%	0%	-2.4%	x	3%	u	x	x	-7%
CCOC(=O)c1ccc(NC(=O)CCc2nc(-c3cccc(C)c3)no2)cc1	-25%	-14%	3.0%	i	0%	u	0.0	0%	11%
COCC(C)n1c(COc2ccccc2F)nnc1SCC(=O)c1c(N)n(C)c(=O)n(C)c1=O (stereo unspecified)	4%	10%	0.5%	i	-2%	-7%	-0.1	0%	-3%
Cc1cc(C)cc(NC(=O)c2cc(S(=O)(=O)N3CCc4ccccc43)cn2C)c1	-35%	u	0.3%	x	u	u	x	x	-16%
Cc1cccc(C(C)(C)C)c1OCCn1ccnc1	-20%	-2%	-0.2%	i	-3%	-27%	-1.4	-1%	-4%
C=CCn1c(=NC(=O)c2ccco2)sc2cc(C(=O)OCC)ccc21	1%	-3%	2.5%	i	2%	0%	0.3	0%	-9%
CN(C)CCn1c2c(c(SCC(=O)NCc3ccccc3)nc1=O)CCCC2	-4%	-7%	-0.4%	i	-16%	-1%	-0.8	2%	4%
Cc1ccc(-n2c(-c3ccncc3)n[nH]c2=S)cc1	10%	-7%	0.3%	i	7%	-2%	-2.6	3%	-11%
CSc1ncc(C(=O)NCc2cccc(F)c2)c(-c2ccccc2)n1	-7%	10%	5.6%	x	-15%	27%	x	x	-5%
Cc1cccc(-n2ccnc2SCC(=O)Nc2ccccc2C(F)(F)F)c1	0%	-2%	-0.3%	x	4%	x	x	x	-7%
CNC(=O)C[C@@H]1C(=O)N(c2ccc(OC)cc2)CC1(C)C	0%	x	0.1%	i	-5%	x	-1.7	x	1%
COc1ccc(-c2nn[nH]n2)cc1OC	1%	-4%	-0.2%	i	4%	-14%	-3.3	1%	-4%
O=C1C2C(c3ccccc3)C=CC(c3ccccc3)C2C(=O)N1c1cccnc1 (stereo unspecified)	15%	-1%	-0.7%	i	0%	6%	3.2	0%	17%
Cc1cc(NC(=O)CCC(=O)N(CC(=O)NC2CCCC2)c2cccc(F)c2)no1	8%	2%	0.3%	i	12%	-15%	0.2	-2%	3%
COCCN(C(=O)CSCc1ccccc1)c1c(N)n(Cc2ccccc2)c(=O)[nH]c1=O	0%	2%	-0.1%	i	19%	0%	-2.0	1%	-1%
Cc1ncc([N+](=O)[O-])n1Cc1ccc(Br)cc1	1%	8%	0.3%	i	1%	8%	-0.1	1%	10%
O=C(C1CCCCC1)N1C[C@H](O)[C@@H](n2cc(-c3ccc(F)cc3)nn2)C[C@@H]1c1ccccc1	-1%	x	-0.1%	i	-11%	x	-2.5	x	11%
CCn1c(COc2cccc(OC)c2)nnc1SCC(=O)Nc1cc(OC)ccc1OC	0%	-4%	0.2%	i	-6%	4%	-1.5	1%	13%
CCn1c(=O)c(CCC(=O)NCC2CCCO2)c(C)c2c(C)nn(-c3ccc(C)cc3)c21 (stereo unspecified)	12%	-7%	-0.9%	i	-7%	-26%	0.3	0%	8%
CCN(CC)S(=O)(=O)c1ccc2c(c1)nc(SCC(=O)NC1CC1)n2-c1ccccc1OC	-25%	-3%	2.2%	i	-3%	12%	-2.7	-1%	1%
CCOc1ccc(-c2nnc(NC3=NCCCCC3)o2)cc1	-5%	4%	-0.1%	i	1%	u	-0.8	1%	-16%
O=C(NCC1CCCO1)c1ccc(NC(=O)c2cccc([N+](=O)[O-])c2)cc1 (stereo unspecified)	1%	-1%	0.0%	i	7%	-29%	-3.8	0%	1%
Cc1ccnc(NC(=O)C(C)N2C(=O)c3ccccc3C2=O)c1 (stereo unspecified)	4%	-5%	0.2%	i	16%	-2%	-6.9	-1%	-11%
Cc1cc(NC(=O)COC(=O)C2CC(=O)N(c3cccc(C)c3C)C2)no1 (stereo unspecified)	11%	3%	-1.1%	i	5%	8%	-0.3	3%	5%
COc1ccccc1NC(=O)N1CCCC1C(=O)NCCc1ccccc1 (stereo unspecified)	2%	-2%	0.3%	i	0%	5%	-0.7	0%	-8%
O=c1c(-c2cc(-c3ccccc3)nc3c2COc2ccc(Cl)cc2-3)coc2ccc(F)cc12	-1%	-6%	-0.7%	x	3%	13%	x	x	-2%
COCCn1c(=N)c(S(=O)(=O)c2ccc(F)cc2)cc2c(=O)n3cccc(C)c3nc21	3%	-5%	-0.2%	i	11%	-4%	-3.3	2%	x
CCOc1ccc(NC(=O)C(CC(=O)O)Cc2ccc(C)cc2)cc1 (stereo unspecified)	4%	0%	-0.7%	i	36%	-14%	-1.4	1%	13%

Profiles, quoted from the list. Order of screens: HepG2 tox, A549 tox, Nrf2 ARE act, pAkt inh, TGFb SMAD3 inh, Nrf2 block, CCT modulator, Mm-Cpn inhibitor, Abeta yeast res
O=c1c(-c2cc(-c3ccccc3)nc3c2COc2ccc(Cl)cc2-3)coc2ccc(F)cc12 is entered as -1%, -6%, -0.7%, x, 3%, 13%, x, x, -2%
CCOc1ccc(NC(=O)C(CC(=O)O)Cc2ccc(C)cc2)cc1 (stereo unspecified) is entered as 4%, 0%, -0.7%, i, 36%, -14%, -1.4, 1%, 13%
COCCn1c(=N)c(S(=O)(=O)c2ccc(F)cc2)cc2c(=O)n3cccc(C)c3nc21 is entered as 3%, -5%, -0.2%, i, 11%, -4%, -3.3, 2%, x

Source: PubChem BioAssay (National Center for Advancing Translational Sciences (NCATS))
